Screening results: PubChem BioAssay, Broad Institute
E-sel inducer = induces E-selectin expression in human endothelial cells; P16581; HUVEC E-selectin immunofluorescence imaging; normalized: neutral wells 0, TNF-alpha wells 100; activation, % at 7.58 µM; actives 0.37% (n = 260,000);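 active = mean E-selectin-positive cell signal at least 10% of the positive control, reached in at least 60% of replicates, without over 20% cell loss; inconclusive = no rule given, readout overlaps actives, possibly toxicity-flagged; inactive = the rest, including those meeting only one limit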;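 note: in these data hits start at about 27%; measured in HUVEC primary endothelial cells; signal is the percent of cells scored E-selectin positive by PE staining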
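Test system – human umbilical vein endothelial cells (HUVEC), E-selectin induction · Input – 3,000 HUVEC seeded per well · Buffer or medium – EGM-2, gelatin · Compound dosing – single-point compound dose · Detection – immunofluorescence imaging · Measure – percent E-selectin-positive cells · Controls – TNF-alpha high, DMSO low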
RAD52 anneal inh = inhibitors of human RAD52 DNA annealing; P43351; recombinant RAD52 DNA annealing, FRET fluorescence; inhibition, % at 18.7 µM; actives 0.46% (n = 360,000);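 active = every replicate showing at least 50% inhibition; inconclusive = mean inhibition at least 50% but not in every replicate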
Target sequence (P43351 whole entry, looked up): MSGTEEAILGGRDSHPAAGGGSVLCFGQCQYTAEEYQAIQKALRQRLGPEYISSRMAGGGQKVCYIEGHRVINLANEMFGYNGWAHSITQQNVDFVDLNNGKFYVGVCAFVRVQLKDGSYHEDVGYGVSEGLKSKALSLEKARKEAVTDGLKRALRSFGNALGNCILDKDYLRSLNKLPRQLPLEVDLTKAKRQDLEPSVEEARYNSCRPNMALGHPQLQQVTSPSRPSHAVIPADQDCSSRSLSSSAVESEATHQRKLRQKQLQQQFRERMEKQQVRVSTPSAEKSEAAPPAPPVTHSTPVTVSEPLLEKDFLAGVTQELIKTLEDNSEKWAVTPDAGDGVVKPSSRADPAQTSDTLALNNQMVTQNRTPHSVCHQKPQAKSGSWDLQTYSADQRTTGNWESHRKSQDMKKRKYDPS
ERp5 block = ERp5 (human) disulfide isomerase inhibition; ERp5 insulin aggregation, absorbance 650 nm, 90 min; inhibition, % at 9.99 µM; actives 0.05% (n = 350,000); Q15084;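 active = mean replicate inhibition above about 25%, with every replicate also reaching it, limit read from the data, passing the limit was not always enough; inconclusive = only one of those two criteria met; inactive = neither criterion met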
Target sequence (Q15084 whole entry, looked up): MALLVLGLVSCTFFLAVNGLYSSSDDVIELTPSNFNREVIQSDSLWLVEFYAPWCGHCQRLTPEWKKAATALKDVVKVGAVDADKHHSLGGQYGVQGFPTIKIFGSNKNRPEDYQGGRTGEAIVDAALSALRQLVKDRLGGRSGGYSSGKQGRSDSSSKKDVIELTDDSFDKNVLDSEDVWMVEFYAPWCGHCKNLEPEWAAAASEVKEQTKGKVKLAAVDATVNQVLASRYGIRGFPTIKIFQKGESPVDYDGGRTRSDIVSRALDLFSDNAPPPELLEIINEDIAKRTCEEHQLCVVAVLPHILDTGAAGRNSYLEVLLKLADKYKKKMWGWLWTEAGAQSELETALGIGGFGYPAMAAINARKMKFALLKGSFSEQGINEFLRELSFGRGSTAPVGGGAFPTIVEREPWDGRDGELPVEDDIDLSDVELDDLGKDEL
RAD54 branch = inhibitors of human RAD54 branch migration; inhibition, % at 10.4 µM; RAD54 Holliday junction branch migration, FAM/BHQ fluorescence; Q92698; AID 602329; actives 0.14% (n = 360,000);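 active = mean normalized replicate activity at least 40 and at least half of replicates scoring 40 or more; inconclusive = only one of the two criteria met; inactive = mean below 40 and under half of replicates reaching 40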;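 note: 0% = median of neutral control wells and 100% = median of positive control wells; inhibitors cause a drop in the FAM fluorescence signal; in these data hits start at about 50%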
esBAF inh = SWI/SNF esBAF complex inhibition; AID 602393; actives 2% (n = 350,000); mouse ES cells, Bmi1-luciferase knock-in reporter, 24 h; 100% = twice the neutral-well signal; reporter increase, % at 12.5 µM; in the data active = activation above about 40%; inconclusive = no clear call, values can overlap the other calls;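 note: 0% = median of the plate's neutral control wells and 100% = double that signal; a rise in the Bmi1 reporter signal indicates esBAF inhibition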
ERAP1 inh = blocks human ERAP1 aminopeptidase activity | actives 0.15% (n = 340,000) | AID 652197 | Q9NZ08 | inhibition, % at 10.7 µM | recombinant ERAP1, Leu-AMC fluorescence, 60 min;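 active = mean replicate inhibition of at least 30%, or all replicates individually reaching that 30% level; inactive = mean below 30% and not every replicate reaching it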;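 note: 0% = neutral control wells and 100% = L-leucinethiol positive control wells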
XiGFP reactiv = X-chromosome reactivation activator; XiGFP mouse fibroblasts, % GFP-positive cells imaging, 3 d; cells co-treated with 5-aza-dC sensitizer; scaled so ellipticine positive control = 100%; activation, % at 7.58 µM; actives 0.055% (n = 360,000); AID 743238;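 active = mean normalized replicate activation at least 10% and every replicate at or above 10%; inconclusive = only one of the two criteria met; inactive = mean below 10% and not all replicates reach 10%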;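 note: 0% = median of on-plate neutral control wells and 100% = ellipticine 6 µM median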
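System: XiGFP fibroblasts, SV40-immortalized. Medium: DMEM plus 5-aza-dC sensitizer. Doses: single point. Timing: 3 d treatment, 15 min room-temperature fixation. Control set: ellipticine 6 µM.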
S100A4 inh HTS = blocks human S100A4 binding to myosin IIA peptide. inhibition, % at 10.7 µM. S100A4/TAMRA-MyoIIA peptide fluorescence polarization. AID 652163. actives 0.14% (n = 360,000). P26447;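 active = mean inhibition of at least 70% across replicates, with every replicate also reaching that level; inconclusive = mean inhibition reaches 70% but some replicates fall short; inactive = mean inhibition below 70%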
Target sequence (P26447 whole entry, looked up): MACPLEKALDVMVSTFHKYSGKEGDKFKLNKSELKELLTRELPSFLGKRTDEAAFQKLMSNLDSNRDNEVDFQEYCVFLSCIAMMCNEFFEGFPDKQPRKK
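Material: S100A4 monomer protein / Buffer or medium: 50 mM HEPES pH 7.2, 10 mM CaCl2, 100 mM KCl / Times: 5 min incubation before reading / Benchmarks: neutral control DMSO, positive control TFP / Reagent: labelled myosin peptide probe, 5 nM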
Numbers without * were called inactive; ? = inconclusive; · = not tested or not shown.

SMILES | E-sel inducer | RAD52 anneal inh | ERp5 block | RAD54 branch | esBAF inh | ERAP1 inh | XiGFP reactiv | S100A4 inh HTS
Cc1ccc(Nc2cc(C)nc3c(C)cccc23)cc1 | -1.6 | 10.0 | 3.8 | ? | -7.2 | -2.3 | 0.6 | -18.0
COc1cc(C(=O)Nc2ccccc2N2CCOCC2)ccc1OCC(=O)N1CCOCC1 | 4.4 | -2.4 | 11.1 | -2.4 | -0.6 | 3.7 | -0.7 | -2.7
O=C(/C=C/c1cccc([N+](=O)[O-])c1)Nc1ccc(Cl)cn1 | -0.1 | -21.0 | -2.5 | · | · | -3.4 | 0.0 | -7.0
C[C@@H]1CN([C@@H](C)CO)C(=O)c2cc(NC(=O)CCN3CCOCC3)ccc2O[C@@H]1CN(C)Cc1ccc2c(c1)OCO2 | 0.1 | 5.4 | -1.9 | -1.1 | -4.4 | -4.7 | -0.2 | 7.3
CC(C)CC#Cc1ccc2c(c1)O[C@H](CN(C)C(=O)C1CCC1)[C@H](C)CN([C@H](C)CO)S2(=O)=O | 2.1 | -9.5 | 0.2 | -10.6 | -3.1 | -2.7 | -0.4 | 9.6
CC(=O)Nc1ccc(S(=O)(=O)NNC(=O)c2cccc(Br)c2)cc1 | · | -0.7 | -5.0 | · | -1.1 | 7.0 | 0.0 | 0.6
COC(=O)Cc1cc(=O)n2c(nc3ccccc32)[nH]1 | · | -27.3 | 1.6 | -0.4 | 2.5 | -1.6 | 0.0 | 0.6
CSc1c2c([nH]c(=O)c1C#N)-c1ccccc1CC2 | -0.3 | -38.1 | -0.1 | · | · | -1.7 | 0.1 | -2.7
COc1cccc(CNC(=O)CCNC(=O)c2ccco2)c1 | 2.0 | 1.1 | -3.7 | -1.7 | 3.5 | 0.7 | 0.1 | -0.6
CNC(=O)CCc1ccc(OC)cc1 | 5.0 | -2.2 | -1.2 | -14.6 | -1.9 | 1.6 | 0.6 | 0.8
C[C@@H]1CCCCO[C@@H](CN(C)C(=O)Nc2ccc(F)cc2)[C@H](C)CN([C@H](C)CO)C(=O)c2cc(NS(=O)(=O)c3ccc(F)cc3)ccc2O1 | -0.2 | · | · | 11.4 | 17.7 | · | 0.0 | ·
CC1Oc2ccc(C#N)cc2N(Cc2cccc(F)c2)C1=O (centres undefined) | 0.2 | -12.1 | 0.9 | -4.8 | -4.1 | 0.8 | 0.0 | -14.4
CC1(C)O[C@@H]2CC3C4C[C@H](F)C5=CC(=O)C=CC5(C)C4C(O)CC3(C)[C@]2(C(=O)CO)O1 (some centres undefined) | -2.4 | -80.6 | -1.0 | 1.4 | 5.4 | 0.3 | 0.0 | 3.6
CCN1C[C@@H]2[C@@H]3C(=O)N(Cc4ccccc4)C(=O)[C@@H]3[C@](C)(C1=O)N2C(=O)c1ccc(C)cc1 | 0.0 | -11.8 | -5.5 | -2.5 | 0.9 | -1.4 | 0.0 | 0.3
CCOC(=O)C1(C(N)=O)OC1(c1ccc(Cl)cc1)c1ccccc1Cl (centres undefined) | -0.1 | -14.1 | -2.1 | 0.8 | -5.8 | 0.3 | 0.3 | 5.3
CCOc1ccc(/C(C)=N/NC(=O)Cn2nc([N+](=O)[O-])cc2C)cc1 | 5.4 | -3.7 | -1.3 | · | · | 3.0 | 0.4 | -0.4
O=C(Cn1c2[n+](c3ccc(C(F)(F)F)cc31)CCCCC2)c1ccc2c(c1)OCCO2 | -0.2 | 0.1 | -0.5 | · | · | -1.8 | 0.0 | -2.0
COc1cc(-c2cc(-c3ccc(N)cc3)[nH]c(=O)c2C#N)cc(OC)c1OC | 0.0 | -36.5 | 5.2 | -3.4 | -4.3 | 1.3 | 1.0 | -5.2
O=C(COC(=O)CNC(=O)c1ccc(Cl)cc1)NC1CCCCCC1 | -2.1 | -2.9 | 0.1 | 1.3 | -4.9 | 4.4 | -0.1 | 14.1
Cc1oc(-c2ccccc2Cl)nc1CSCC(=O)O | 0.2 | -6.0 | 3.6 | 10.8 | -13.6 | 1.8 | 0.0 | 186.3*

As entered above.
Entry for CC(C)CC#Cc1ccc2c(c1)O[C@H](CN(C)C(=O)C1CCC1)[C@H](C)CN([C@H](C)CO)S2(=O)=O under ERAP1 inh: -2.7
Entry for CCOC(=O)C1(C(N)=O)OC1(c1ccc(Cl)cc1)c1ccccc1Cl (centres undefined) under ERp5 block: -2.1

Next part.
SMILES | E-sel inducer | RAD52 anneal inh | ERp5 block | RAD54 branch | esBAF inh | ERAP1 inh | XiGFP reactiv | S100A4 inh HTS
C[C@@H]1CN([C@H](C)CO)S(=O)(=O)c2ccc(C#CC(C)(C)O)cc2O[C@H]1CN(C)Cc1ccccc1 | 0.7 | 5.2 | 7.7 | 1.8 | 5.9 | -1.4 | -0.1 | -6.8
Cc1ccc2c(NC(=O)c3ccco3)cccc2n1 | -0.4 | -7.1 | -0.9 | 9.7 | -8.5 | -0.8 | 0.1 | -4.4
O=C(c1cc(-c2cccc(Cl)c2)on1)N1CCN(c2ccccc2)CC1 | · | -33.3 | 0.2 | -3.9 | -7.0 | 0.2 | 0.0 | 4.4
C[C@@H]1CN([C@H](C)CO)C(=O)Cc2cc(NS(=O)(=O)c3cn(C)cn3)ccc2O[C@@H]1CN(C)Cc1ccc2c(c1)OCO2 | -0.1 | · | · | 1.8 | -4.0 | · | 0.2 | ·
CC(C)c1cccc(C(C)C)c1NC(=O)CN1C(=O)NC2(CCCC2)C1=O | · | -7.6 | -0.9 | 1.3 | 2.4 | -1.0 | 0.2 | -11.3
CCNC(=O)NC(=O)C(C)Sc1nc2ccccc2c(=O)n1-c1cccnc1 (centres undefined) | · | -31.0 | 2.9 | 9.5 | -1.5 | -0.9 | 0.2 | -3.5
CCSc1nnc(NC(=O)CCC2CCCCC2)s1 | · | -13.4 | -0.4 | · | · | 5.7 | 0.2 | 1.8
COc1cccc(NC(=O)Nc2ccc3c(c2)C(=O)N(C)C[C@H](OC)[C@H](C)CN(C)[C@@H](C)CO3)c1 | 0.3 | 93.0* | 3.0 | 0.5 | 3.1 | 7.7 | 0.1 | -5.9
CCc1ccc(N(CC(=O)NC(C)C)C(=O)CCC(=O)Nc2nccs2)cc1 | -0.2 | -8.3 | 1.7 | -7.2 | -11.6 | 0.4 | 0.0 | -0.7
CCOC(=O)C1CCN(C(=O)Cn2cc3c(n2)CCC(C)C3)CC1 (centres undefined) | 0.1 | 2.8 | -6.3 | -5.4 | 6.0 | · | 0.4 | -3.3
COc1ccc(NC(=O)N(C)C[C@@H]2OCCCC[C@H](C)Oc3ccc(NC(=O)Cc4ccccc4)cc3C(=O)N([C@@H](C)CO)C[C@@H]2C)cc1 | -0.1 | 7.5 | 5.3 | -13.6 | 5.7 | 3.5 | -0.1 | -7.0
Nc1ccc(-c2cnc[nH]2)cc1[N+](=O)[O-] | · | 4.3 | -2.4 | · | · | 1.9 | 0.3 | -10.3
COc1ccc(N(CC(=O)NC2CCCCC2)C(=O)CNC(=O)c2ccco2)cc1 | · | -3.9 | 2.0 | 1.2 | -3.9 | -0.1 | 0.0 | 6.9
CC(C)Cc1ccc(-c2cc(=O)[nH][nH]2)cc1 | · | -12.3 | 2.8 | · | · | 1.0 | -0.1 | -5.5
CO[C@@H]1CN(C)C(=O)c2cc(NC(=O)Cc3ccccc3)ccc2OC[C@H](C)N(C(=O)c2ccccc2F)C[C@@H]1C | 0.1 | -5.1 | 3.4 | -2.2 | 3.0 | -1.1 | -0.1 | 15.4
Cc1cccc(NC(=O)Cn2nc(-c3cccs3)ccc2=O)c1C | -0.1 | -8.7 | 2.2 | 5.2 | 0.0 | 0.4 | 0.3 | -10.3
Cc1ccc(N=C(NO)c2cnccc2C(F)(F)F)c(C)c1 | -0.1 | -15.3 | -1.0 | -10.3 | -5.4 | 13.1 | 0.1 | 4.2
CN(C)CC#Cc1ccc([C@H]2[C@H]3CN(C(=O)c4ccc5c(c4)OCO5)CCCCN3[C@H]2CO)cc1 | 0.5 | 1.7 | 1.7 | -1.4 | 3.2 | -1.4 | 0.1 | 11.1
O=C(NCc1ccccc1Cl)C1CCN(S(=O)(=O)N2CCCC2)CC1 | · | -4.5 | 3.7 | -0.2 | -1.5 | -0.4 | 0.8 | -8.8
Cc1ccccc1OCC(=O)Nc1ccc(S(=O)(=O)N2CCCC2)cc1 | · | -15.9 | 3.1 | -8.6 | · | 0.4 | 0.2 | 113.6*
COc1ccc(/C=C/C(=O)NC(=S)Nc2cc3oc4ccccc4c3cc2OC)cc1 | -0.7 | -3.8 | 2.0 | · | · | 1.0 | 0.0 | -0.7
CC(=O)ON=C1C=CC(=C(C#N)c2ccccc2)C=C1 | 0.0 | -13.6 | -3.0 | -21.0 | -57.5 | 2.3 | 2.1 | 20.0
C[C@@H]1CN([C@H](C)CO)C(=O)c2cc(NC(=O)C3CCCCC3)ccc2O[C@@H](C)CCCCO[C@H]1CN(C)C(=O)Nc1ccc(C(F)(F)F)cc1 | 0.2 | -0.8 | -0.1 | -6.0 | -2.9 | 1.0 | -0.7 | 2.6
CN(C)C(=O)c1ccc(-c2cccc(-c3nc(C(=O)NCc4ccccc4)cc4c3[C@H](CCO)N([S@@](=O)C(C)(C)C)C4)c2)cc1 | 7.6 | 3.4 | -0.3 | -4.0 | 7.6 | 0.7 | 0.1 | -6.0
COc1ccc(Cn2nnnc2CN2CCC(O)(c3ccc(F)cc3)CC2)cc1 | 1.9 | -9.2 | -1.1 | · | · | 4.2 | 0.2 | -3.6
O=C(CCN1CCCCO1)N1CCCC(N2CCN(c3ccc(F)cc3)CC2)C1 (centres undefined) | · | -8.7 | 2.8 | -1.1 | 1.2 | -3.9 | 0.0 | -4.8
CC(=O)c1ccc2c(c1)OCCOCCOc1ccccc1OCCOCCO2 | 0.5 | -16.6 | -1.0 | -13.6 | · | -1.5 | 0.0 | 1.5
CCN(Cc1ccccc1)S(=O)(=O)c1ccc(C(=O)Nc2nnc(-c3ccccc3OC)o2)cc1 | · | -8.6 | 1.1 | 3.9 | 2.3 | 0.9 | · | -1.4
O=C(O)CSc1nc(-c2ccccc2)c(-c2ccccc2)[nH]1 | -0.4 | -12.1 | 0.1 | · | · | · | -0.1 | -7.7
COc1cc(NC(=O)c2ccc([N+](=O)[O-])o2)ccc1NC(=O)c1ccco1 | · | -12.3 | -1.5 | -6.0 | 19.6 | 0.5 | 0.1 | -2.1
C#CC[N+](C)(C)CC#Cc1ccccc1 | · | -5.6 | 5.6 | · | · | 1.3 | 9.7 | 9.2
CN(C)CC(=O)N1[C@H](C(=O)NCc2ccccc2F)[C@@H](CO)[C@@H]2Cn3c(cccc3=O)[C@@H]21 | -0.3 | 2.8 | 0.0 | · | · | -2.0 | 0.0 | -26.2

Rows were taken by chance, and some 2.5% of all compounds hit somewhere here.
